LDHA block: qHTS assay for inhibitors of human lactate dehydrogenase; activity change, % (values are at about 110 or 230 µM); purified LDHA, NADH/diaphorase-resazurin fluorescence; stronger effect = lower value; AID 1347041, 2019; L-lactate dehydrogenase A chain (Homo sapiens), P00338; 0.15% of 480,000 active; in the data active means activity change below about -30%; inconclusive means mostly about -25% to -30%;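 further: plate controls were DMSO wells for no effect and wells without enzyme for full effect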
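Remaining NADH was detected by diaphorase (0.133 mg/mL) converting 37 µM resazurin to fluorescent resorufin, read at 0 and 20 minutes. The preceding 5-minute room-temperature reaction used 2 nM LDHA, 0.2 mM sodium pyruvate and 0.06 mM NADH at pH 7.4.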
Vif-A3F inh: qHTS for Inhibitors of Vif-A3F Interactions: qHTS; HeLa A3F-eYFP + Vif (tagged APOBEC3F with the HIV-1 protein that degrades it), YFP fluorescence increase; Potency, µM (doses to about 46.1 µM), for the others: at the top dose activity, negative = active; 0.2% of 390,000 active; further: potency means the concentration at half of the fitted maximal effect; % of control where 0% means no effect; nearly all actives have a fitted effect of over 65% in size
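HeLa cells stably expressing A3F-eYFP plus Vif, plated and incubated overnight at 37 deg C, then exposed to compounds overnight at 37 deg C. Blocked degradation read as raised yellow fluorescence (Ex 488/Em 500-530).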
mIDH1 inhibitor: qHTS for Inhibitors of mutant isocitrate dehydrogenase 1 (IDH1): qHTS | 0.093% of 390,000 active | AID 602179, 2012 | Potency, µM (doses to about 76.6 µM), for inactives: top-dose activity change, negative = inhibition, hits mostly inhibitors | Isocitrate dehydrogenase [NADP] cytoplasmic (Homo sapiens), O75874 | IDH1-R132H enzyme, NADPH consumption, diaphorase/resazurin fluorescence; further: potency means the concentration at half of the fitted maximal effect; on the % scale 0 is the no-effect control and ±100 the full control effect; nearly all actives have a fitted effect of over 65% in size
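IDH1-R132H (0.5 ug/mL) preincubated 30 min with compound, then NADPH (0.016 mM) and alpha-KG (2 mM) added; 80 min at RT, pH 7.5. Remaining NADPH coupled via diaphorase/resazurin to fluorescence (540/590 nm); concentration-response curves normalized to no-enzyme control.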
TrxR1 substrate: qHTS Assay for Substrates of Mammalian Selenoprotein Thioredoxin Reductase 1 (TrxR1): qHTS | Thioredoxin reductase 1, cytoplasmic (Rattus norvegicus), O89049 | purified TrxR1 substrate turnover, NADPH consumption readout | Potency, µM (doses to about 114 µM), inactives show at the top dose activity change, negative = substrate turnover | 0.01% of 390,000 active; further: potency means the concentration at half of the fitted maximal effect; on the % scale 0 is the no-effect control and ±100 the full control effect; nearly all actives have a fitted effect of over 50% in size
Target sequence (O89049 whole entry, looked up): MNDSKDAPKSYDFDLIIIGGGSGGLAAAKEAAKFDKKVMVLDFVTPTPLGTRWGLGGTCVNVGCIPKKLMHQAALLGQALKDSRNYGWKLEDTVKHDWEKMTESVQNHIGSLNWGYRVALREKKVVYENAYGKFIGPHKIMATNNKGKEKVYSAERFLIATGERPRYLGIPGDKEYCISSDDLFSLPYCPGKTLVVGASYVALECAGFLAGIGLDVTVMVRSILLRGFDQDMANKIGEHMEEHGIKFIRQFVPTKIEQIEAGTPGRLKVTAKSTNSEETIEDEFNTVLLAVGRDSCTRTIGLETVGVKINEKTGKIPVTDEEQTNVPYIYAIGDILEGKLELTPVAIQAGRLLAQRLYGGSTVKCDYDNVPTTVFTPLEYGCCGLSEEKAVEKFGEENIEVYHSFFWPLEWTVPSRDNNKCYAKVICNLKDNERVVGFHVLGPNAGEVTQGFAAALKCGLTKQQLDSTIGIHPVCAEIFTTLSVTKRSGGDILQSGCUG
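Rat TrxR1, dispensed at 90 nM, was prereduced with 400 uM NADPH (final) for 5 min at ~22 deg C, then incubated with compound 15 min before 400 uM selenite. A first-read NADPH fluorescence drop versus no-compound background flagged substrates.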
USP1 inh: Inhibitors of USP1/UAF1: Primary Screen | Ubiquitin carboxyl-terminal hydrolase 1 (Homo sapiens), O94782 | recombinant USP1/UAF1, Ub-Rhodamine cleavage fluorescence | Potency, µM (doses to about 57.1 µM), inactives show at the top dose activity change, negative = inhibition, hits mostly inhibitors | 0.23% of 390,000 active | AID 743255, 2014; further: potency means the concentration at half of the fitted maximal effect; on the % scale 0 is the no-effect control and ±100 the full control effect; nearly all actives have a fitted effect of over 60% in size; inactives centre near -12
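High-throughput fluorogenic screen: 1nM USP1/UAF1 complex, Ub-Rho substrate 150nM final, 50mM HEPES pH 7.8 with 0.5mM EDTA, 0.1 mg/ml BSA, 1mM TCEP and 0.01% Tween-20.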
RXFP1 agonist: qHTS Assay for Agonists of the Relaxin Receptor RXFP1 | Relaxin receptor 1 (Homo sapiens), Q9HBX9 | HEK293T-RXFP1 cAMP TR-FRET, 30 min; response scale: percent of porcine relaxin response, buffer zero | Potency, µM (series often up to 57.5 µM), inactives show at the highest dose activation, usual class: activators | 0.3% of 370,000 active | AID 2676, 2010; further: potency means the concentration at half of the fitted maximal effect; on the % scale 0 is the no-effect control and ±100 the full control effect; nearly all actives have a fitted effect of over 60% in size; many of its hits are not listed in these tables
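HEK293 cells stably expressing RXFP1, treated 30 min at 37C with compounds plus PDE4 inhibitor Ro 20174; cAMP measured by HTRF TR-FRET. Normalized to buffer and 29 nM porcine relaxin; EC50 by Hill fit.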
GRP78 ERSR act: qHTS for Inducers of the Endoplasmic Reticulum Stress Response (ERSR) in Human Glioma: qHTS; U87-MG GRP78 promoter luciferase reporter, 16 h; Potency, µM, for inactives: at the highest dose activation, usual class: activators; 0.02% of 420,000 active; further: potency means the concentration at half of the fitted maximal effect; series mostly up to about 76 µM; % of control where 0% means no effect; nearly all actives have a fitted effect of over 35% in size
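Stably transfected U87-MG glioma cells carrying a GRP78-based luciferase sensor; 16 h compound incubation. Luminescence end-point read 10 min after Bright-Glo addition at room temperature.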
Vif-APOBEC3G blk: qHTS for Inhibitors of Vif-A3G Interactions: qHTS; HeLa A3G-eYFP + Vif (tagged APOBEC3G with the HIV-1 protein that degrades it), YFP fluorescence, overnight; 0.076% of 410,000 active; DNA dC->dU-editing enzyme APOBEC-3G (Homo sapiens), Q9HC16; AID 602310, 2012; Potency, µM (highest dose often 46.1 µM), for inactives: at the highest dose activity, negative = active, usual class: inhibitors;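 further: potency means the concentration at half of the fitted maximal effect; on the % scale 0 is the no-effect control and ±100 the full control effect; nearly all actives have a fitted effect of over 60% in size; hits raise eYFP signal because A3G escapes Vif-driven loss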
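HeLa cells stably expressing Vif and C-terminally eYFP-tagged A3G, seeded overnight at 37 deg C, then exposed to compound by pintool overnight at 37 deg C. Rise in yellow fluorescence (Ex 488/Em 500-530, Acumen) marks blocked Vif-driven A3G degradation.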
PI4K2A inh: qHTS for small molecular inhibitors of PI4K2A; Phosphatidylinositol 4-kinase type 2-alpha (Homo sapiens), Q9BTU6; purified PI4K2A, ADP-Glo luminescence, 1 h; stronger effect = lower value; activity change, negative = inhibition, % at 76.9 µM; 0.13% of 420,000 active; in the data active means activity change below about -50%; inconclusive means mostly about -30% to -49%;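 further: -100% = wells without enzyme as full effect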
Target sequence (Q9BTU6 whole entry, looked up): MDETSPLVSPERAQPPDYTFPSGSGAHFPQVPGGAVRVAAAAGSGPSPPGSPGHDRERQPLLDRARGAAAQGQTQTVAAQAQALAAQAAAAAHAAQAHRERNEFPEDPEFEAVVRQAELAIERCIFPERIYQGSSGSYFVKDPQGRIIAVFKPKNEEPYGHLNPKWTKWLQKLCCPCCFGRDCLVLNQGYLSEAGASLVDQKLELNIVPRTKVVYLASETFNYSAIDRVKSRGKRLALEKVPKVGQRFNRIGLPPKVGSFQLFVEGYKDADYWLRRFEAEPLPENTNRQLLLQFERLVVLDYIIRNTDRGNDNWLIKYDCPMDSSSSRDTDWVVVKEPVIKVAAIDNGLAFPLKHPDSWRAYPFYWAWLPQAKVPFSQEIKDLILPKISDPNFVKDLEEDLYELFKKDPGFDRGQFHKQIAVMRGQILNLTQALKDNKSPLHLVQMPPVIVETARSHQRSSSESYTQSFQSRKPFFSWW
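In this quantitative HTS, ADP production by PI4K2A was quantified luminescently after 1 h at ambient temperature; 100 microM adenosine served as plate-quality control.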
The depositor's hits bear a star; ? = inconclusive; · = no result given; & = joins results of further samples; [ ] = remark or other dose. Unless noted, the call rests on the fitted dose curve; in most records, active means well fitted curve in the direction sought with a large enough effect; inconclusive means small, poorly fitted or top-dose-only effect, or another doubt; inactive means no such curve, though single readings can be large; an effect the other way counts as inactive or inconclusive.

Structure | LDHA block | Vif-A3F inh | mIDH1 inhibitor | TrxR1 substrate | USP1 inh | RXFP1 agonist | GRP78 ERSR act | Vif-APOBEC3G blk | PI4K2A inh
Cc1nc2ccc(NC(=O)[C@@H](NC(=O)c3c(F)cccc3F)C(C)C)cc2s1 | -6 | -7% | -7% | 2% | -7% | 1.4% | 1% | -14% | -1
CC(C)c1ccc(S(=O)(=O)NCc2ccc3c(c2)OCO3)cc1 | -5 | 4% | -6% | 1%[11.4 µM] | -13% | -1.2% | -3% | -1% | 1
O=C(OCc1ccc(F)cc1)c1ccc2ccccc2n1 | -5 | 8% | 8% | 8% | -17% | 3.2% | 8% | -1% | 0
O=C(NCCc1ccncc1)c1ccccc1F | -1 | -4% | -2% | -3% | 2% | 1.0% | -2% | 1% | -3
Cc1cccc(Nc2ccccc2C(=O)O)c1C | -1 | -1% | 14% | 6% | -5% | 0.3% | -1%&3%&-3%&-2% | 0% | 3&3
COc1ccc2nc(NC(=O)CCc3nc(-c4ccccc4F)no3)sc2c1 | -10 | 6% | 1% | -1% | -17% | 11% | 0% | 1% | -1
Cc1ccc(NS(=O)(=O)c2cc(C(N)=O)ccc2C)cc1 | 1 | -10% | 12% | 5% | -15% | 0.3% | -4% | 0% | -8
CC(NC(=O)c1ccc2c(c1)C(=O)N(Cc1cccnc1)C2=O)c1ccccc1 (stereo not drawn) | -6 | -11% | -6% | -15% | -1% | -0.8% | -2% | 3% | 6
Cc1cccc(NC2=NC(=S)N(c3ccc(C(=O)O)cc3)C23CCCCC3)c1 | 2 | -9% | -2% | -1% | 5% | -0.8% | -3% | 0% | -8
CC(Sc1n[nH]c(-c2ccccc2)n1)C(=O)c1c(N)n(C)c(=O)n(C)c1=O (stereo not drawn) | -9 | 1% | 1% | -1% | -15% | 3.1% | -2% | -1% | 0
O=c1[nH]c2cc(Br)ccc2n2cccc12 | -4 | 3% | 0% | 4% | -11% | 1.1% | -3% | 3% | 4
CCN(CC(=O)Nc1ccccc1C(F)(F)F)C(=O)CCc1ccccc1 | -6 | -18% | -2% | -4% | -5% | 3.6% | 3% | 0% | 6
CCn1ncc(/C=N\NC(=O)c2ccc3c(c2)c(C)c(C)n3Cc2ccccc2)c1C | -4 | 0% | -4% | 13% | -5% | -0.8% | -2% | -12% | 3
CCOC(=O)c1ccc(NC(=O)CSc2nnc(CNC(=O)c3ccccc3F)o2)cc1 | 2 | -10% | 6% | 7% | -19% | 0.5% | -2% | -5% | -4
COC(=O)Cn1ccc(N(C)C)c(C#N)c1=O | -1 | 2% | -1% | 0% | ? | 2.0% | -4% | -1% | -1
Cc1nc(C)c(-c2ccn(S(=O)(=O)c3ccc(Cl)cc3)n2)o1 | -12 | -11% | -3% | 9%[11.4 µM] | -16% | -1.6% | -3% | -8% | -3
Cc1c(CN2CCC(C(=O)Nc3cccc(-c4cccc(Cl)c4)c3)CC2)cnn1C | -1 | -20% | -7% | -3% | 0% | -1.1% | -4% | -13% | 4
Cc1ncc([N+](=O)[O-])n1CC(=O)Nc1ccc(Br)cc1 | 2 | 6% | 0% | 4% | -23% | 3.1% | -4% | -1% | -1
CCCCOc1ccc(N(CC(=O)NCC2CCCO2)C(=O)CCC(=O)Nc2cc(C)ccn2)cc1 (stereo not drawn) | 4 | · | 8% | -1% | -15% | 0.1% | -5% | -1% | 3
COc1ccc(C(=O)N(C)Cc2ccccn2)cc1OC1CCN(C(C)C)CC1 | -2 | 6% | 3% | -1% | -14% | 0.9% | -6% | -4% | 2
C=CCN(c1ccccc1)S(=O)(=O)c1cccc(C(=O)Nc2ncccc2O)c1 | 10 | -21% | 0% | 0% | -6% | -1.1% | -2% | -1% | -8
Cc1ccc(NS(=O)(=O)c2cc(NC(=O)C(C)Oc3ccccc3)ccc2C)c(C)c1 (stereo not drawn) | -4 | 6% | 5% | -4% | -20% | -0.7% | -3% | 1% | -4
Cc1nc([N+](=O)[O-])c(NCCO)n1Cc1ccccc1 | -11 | -17% | -1% | 4%[57.1 µM] | 2% | -0.5% | -3% | -1% | -1
CCc1nc2ccc(C(=O)NCCCN3CCCC3=O)cn2c1N(CCC(C)C)CCN(C)C | -5 | · | · | · | · | · | -2% | 3% | 5
C/C(CC(=O)Nc1ccc(N(C)C)cc1)=N\NC(=O)c1ccc(Cl)cc1 | 3 | -3% | 29% | -3% | -23% | -2.7% | 4% | -1% | -5
CCC(C(=O)NCc1cccs1)n1nc(C)n2c(cc3occc32)c1=O (stereo not drawn) | 1 | -1% | 0% | -3% | -9% | 9.1% | -3% | -6% | -4
O=C(CCn1cnnn1)Nc1ccccc1F | -4 | 6% | 4% | -13% | -8% | 0.7% | -1% | 4% | -6
COc1ccccc1S(=O)(=O)Cc1ccc(C(=O)N2CCCC2)o1 | -11 | -4% | -2% | 1% | -1% | -1.4% | 1% | -2% | 1
CCOC(=O)c1c(NC(=O)c2nc(SCC)ncc2Cl)sc(C(C)=O)c1C | -5 | 0% | 10% | -1% | 6% | 0.5% | -2% | 0% | 0
CC1CC(C)CN(c2ccc(NS(=O)(=O)c3ccccc3)cc2C(=O)O)C1 (stereo not drawn) | -2 | 0% | -8% | 4% | -14% | 0.3% | 4% | -7% | 0
COc1cccc(CNC(=O)CN(c2cc(C)cc(C)c2)S(=O)(=O)c2c(C)noc2C)c1 | 1 | -15% | 4% | -3% | -7% | -0.1% | -2% | 0% | -4
Cc1c(N=CN2CCOCC2)c(=O)n(C)c(=O)n1C | -4 | -11% | -2% | -10% | -7% | 0.1% | -4% | -1% | -3
CCOc1cc(C(=O)Nc2ccncc2)cc(OCC)c1OCC | -6 | -3% | 2% | 10%[11.4 µM] | ? | 0.7% | -5% | 0% | -5
Cc1noc(C)c1C(=O)N1CCN(C(=O)c2sc3cc(Cl)ccc3c2Cl)CC1 | -1 | 5% | 6% | 0% | -13% | 3.3% | -1% | -3% | 1
O=C1CCC(=O)N1c1ccc(NCCc2cccc(F)c2)c([N+](=O)[O-])c1 | -7 | 5% | 1% | -3% | -14% | 1.2% | 0% | 0% | 2
CCC(C)(C)C1CCC2(CC1)NC(=O)N(CC(=O)N(C)Cc1ccc(OC(F)F)cc1)C2=O (stereo not drawn) | -2 | 4% | -10% | 2%[57.1 µM] | -10% | -1.0% | -4% | 3% | 0
COC(=O)Cc1csc(Nc2ccc(Cl)cc2)n1 | -7 | -2% | -1% | -2% | -11% | 0.2% | 2% | -4% | 1
Cc1ccc(S(=O)(=O)N2CCCC(C(=O)Nc3ccc(C(=O)O)cc3)C2)cc1Cl (stereo not drawn) | -5 | -2% | -10% | -2% | -6% | 0.0% | 1% | 2% | 0
COc1cc(/C=N/NC(N)=O)cc(Br)c1OCc1ccccc1C | 0 | 5% | 3% | 5% | -11% | -0.1% | -2% | 2% | 0
CC(O)CCC(=O)NNC(=S)Nc1ccccc1 (stereo not drawn) | -4 | -2% | -2% | 1% | -20% | -0.5% | -2% | -13% | -6
COc1ccc(C)cc1-n1c(SCC(=O)Nc2cccc(C(=O)O)c2)nc2ccccc2c1=O | -18&2 | 0% | -7% | -9% | -5% | 1.1% | 7% | -2% | 8
O=C(NNS(=O)(=O)c1ccccc1)c1cccc([N+](=O)[O-])c1 | 8 | -3% | 2% | 2%[57.1 µM] | -20% | -0.6% | -11% | -1% | 2
Cc1ccc([N+](=O)[O-])cc1-c1ccc(/C=N\n2nnnc2N)o1 | -7 | 0% | 9% | -2% | -14% | 1.9% | -6% | -19% | 3
C=CCNS(=O)(=O)c1cccc2cc(C(=O)O)c(O)cc12 | 1 | 6% | 7% | 11% | -24% | 13% | -5% | 1% | -5
CC#CC(=O)N1CCC(Oc2cccc(C(=O)NCc3ccccn3)c2)CC1 | -2 | -13% | 0% | 0% | 4% | -0.4% | -3% | 0% | -2

In the list so far, 2 contain an NH in an aromatic ring.
Structure | LDHA block | Vif-A3F inh | mIDH1 inhibitor | TrxR1 substrate | USP1 inh | RXFP1 agonist | GRP78 ERSR act | Vif-APOBEC3G blk | PI4K2A inh
CC(Sc1n[nH]c(-c2ccccc2)n1)C(=O)c1c(N)n(C)c(=O)n(C)c1=O (stereo not drawn) | -9 | 1% | 1% | -1% | -15% | 3.1% | -2% | -1% | 0
O=c1[nH]c2cc(Br)ccc2n2cccc12 | -4 | 3% | 0% | 4% | -11% | 1.1% | -3% | 3% | 4

An excerpt (hit frequency here may not be typical).
